From PubChem
Mtb BioA inh = M. tuberculosis BioA enzyme inhibitors, primary screen, biochemical, plate reader, single point, HTS. 7,8-diaminopelargonic acid synthase BioA (Mycobacterium tuberculosis). hit rate 0.096% among 360,000. inhibition, % at 9.99 µM. purified M. tuberculosis BioA enzyme; in the data active = inhibition above about 40%; inconclusive = no clear call, values can overlap the other calls
GDH-TPI counter = GDH-TPI coupling enzyme inhibitors, primary screen, artefact control for M. tuberculosis FBA inhibitor project, biochemical, absorbance, full deck; GDH-TPI coupled enzyme counterscreen, NADH absorbance; inhibition, % at 4.8 µM; hit rate 1.2% among 360,000; AID 588335, 2011; in the data active = inhibition above about 30%;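 note: 0% = DMSO wells and 100% = wells lacking the enzyme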
PfHsp40 rescue = rescue of yeast from PfHsp40 toxicity, primary screen, S. cerevisiae, ATP luminescence; S. cerevisiae expressing PfHsp40, growth rescue; hit rate 0.68% among 340,000; AID 504582, 2011; growth rescue, % at 12.5 µM; in the data active = growth rescue above about 28%, passing the limit was not always enough; inconclusive = no clear call, values can overlap the other calls;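 note: yeast W303a lacking pdr1 and pdr3 grown in galactose medium; growth measured after three days at 30 °C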
FadD28 FP inh = inhibitors of FadD28 bisubstrate probe binding, primary screen, biochemical, fluorescence polarization, single point; Mycobacterium tuberculosis FadD28 fatty-acid-AMP ligase; inhibition, % at 12.5 µM; hit rate 0.22% among 360,000; AID 588549, 2011; in the data active = inhibition above about 8.5%, passing the limit was not always enough; inconclusive = no clear call, values can overlap the other calls
FBA Mtb inh = Mtb FBA enzyme inhibitors, primary screen, biochemical, fluorescence, strain H37Rv | Fructose-bisphosphate aldolase (Mycobacterium tuberculosis (strain ATCC 25618 / H37Rv)), … | purified M. tuberculosis FBA, fluorescence read-out | hit rate 2.3% among 360,000 | inhibition, % at 1 µM; in the data active = inhibition above about 27%;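 note: 0% = vehicle and 100% = reference inhibitor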
Anthrax LF inh2 = Bacillus anthracis LF protease inhibitors, primary screen, biochemical, multiplex microsphere, MLPCN library. multiplex microsphere protease cleavage assay. inhibition, % at 10 µM. hit rate 0.12% among 360,000; note: plate controls were buffer without enzyme for full effect and enzyme alone for no effect
Target sequence (P15917 whole entry, looked up): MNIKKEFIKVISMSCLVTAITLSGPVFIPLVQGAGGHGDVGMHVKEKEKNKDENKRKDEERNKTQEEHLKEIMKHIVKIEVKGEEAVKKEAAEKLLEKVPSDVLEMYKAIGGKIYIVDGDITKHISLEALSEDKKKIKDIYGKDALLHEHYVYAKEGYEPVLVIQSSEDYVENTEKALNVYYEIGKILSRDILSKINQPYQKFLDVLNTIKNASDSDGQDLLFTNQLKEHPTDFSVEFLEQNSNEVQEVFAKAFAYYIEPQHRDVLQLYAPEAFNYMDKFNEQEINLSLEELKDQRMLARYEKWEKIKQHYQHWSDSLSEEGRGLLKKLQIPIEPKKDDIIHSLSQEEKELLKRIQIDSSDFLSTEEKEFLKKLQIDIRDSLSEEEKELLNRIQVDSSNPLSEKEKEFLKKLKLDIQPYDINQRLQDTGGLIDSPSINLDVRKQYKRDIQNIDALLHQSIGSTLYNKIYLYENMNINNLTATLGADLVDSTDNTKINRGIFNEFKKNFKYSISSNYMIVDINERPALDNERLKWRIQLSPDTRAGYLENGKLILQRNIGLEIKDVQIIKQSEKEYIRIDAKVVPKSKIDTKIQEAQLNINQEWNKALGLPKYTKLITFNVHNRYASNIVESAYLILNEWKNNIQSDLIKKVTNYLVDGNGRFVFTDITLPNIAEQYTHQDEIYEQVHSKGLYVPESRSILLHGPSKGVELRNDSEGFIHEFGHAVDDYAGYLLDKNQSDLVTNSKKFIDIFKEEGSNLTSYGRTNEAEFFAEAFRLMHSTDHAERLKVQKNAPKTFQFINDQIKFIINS
BoNT F protease = BoNT/F light chain protease inhibitors, primary screen, biochemical, flow cytometry, MLPCN library. Multiplex microsphere protease cleavage assay. inhibition, % at 10 µM. hit rate 0.22% among 360,000; in the data active = inhibition above about 35%, passing the limit was not always enough; inconclusive = no clear call, values can overlap the other calls; note: plate controls were buffer without enzyme for full effect and enzyme alone for no effect
Mtb UGM inh = M. tuberculosis UGM enzyme inhibitors, primary screen, biochemical, fluorescence polarization, single point. inhibition, % at 10 µM. UDP-galactopyranose mutase (Mycobacterium tuberculosis (strain ATCC 25618 / H37Rv)), …. hit rate 0.06% among 320,000. purified UGM, fluorescence polarization probe displacement. AID 504406, 2011; in the data active = inhibition above about 10%, passing the limit was not always enough; inconclusive = no clear call, values can overlap the other calls
BoNT A protease = BoNT/A light chain protease inhibitors, primary screen, biochemical, flow cytometry, MLPCN library; Botulinum neurotoxin type A light chain protease (Clostridium botulinum A str. ATCC 3502); multiplex microsphere protease substrate cleavage; inhibition, % at 10 µM; hit rate 0.17% among 360,000; note: plate controls were buffer without enzyme for full effect and enzyme alone for no effect
An asterisk follows results filed as active; ? = inconclusive; · = not tested or not shown. Cut-off read from the data, not from the text of the source, unless noted: active = inhibition above about 30%; inconclusive = no clear call, values can overlap the other calls; inactive = below that. Rows are unselected. Share with any hit: about 4.7%.

| compound | Mtb BioA inh | GDH-TPI counter | PfHsp40 rescue | FadD28 FP inh | FBA Mtb inh | Anthrax LF inh2 | BoNT F protease | Mtb UGM inh | BoNT A protease |
| --- | --- | --- | --- | --- | --- | --- | --- | --- | --- |
| CSc1nsc(SC)c1C(=O)Nc1ccc(C(C)(C)C)cc1 | · | -2.0 | 1.6 | -2.3 | -2.6 | 6.7 | ? | 0.4 | 1.1 |
| NC(=O)c1c(NC(=O)C2CCCO2)sc2c1CCCC2 (configuration not stated) | · | 6.9 | -0.7 | -4.8 | -1.3 | 2.5 | 1.6 | -0.4 | 0.4 |
| Cc1ccc(NC(=O)CN2C(=O)NC3(CCCc4ccccc43)C2=O)c(Cl)c1 (configuration not stated) | · | 9.7 | -1.2 | -2.0 | -0.1 | -5.0 | -1.8 | 0.4 | 0.7 |
| CCNC(=O)c1cccc(S(=O)(=O)N2CCCCCC2)c1 | · | -8.3 | -0.5 | -3.6 | -3.2 | 0.4 | -0.5 | -2.0 | 0.5 |
| O=C(NCCc1ccc(F)cc1)C(=O)NCC1CCCN1S(=O)(=O)c1cccs1 (configuration not stated) | · | 19.4 | 0.3 | -2.8 | 0.7 | -0.3 | 13.7 | -1.8 | 5.7 |
| CC(C)CC(c1nnnn1Cc1ccco1)N1CCN(C2CCCC2)CC1 (configuration not stated) | 1.2 | -3.1 | -1.7 | -3.3 | 2.1 | 6.1 | -8.1 | -0.9 | 0.0 |
| O=C(CSc1ccc2c(c1)OCCO2)N1CCN(c2ccccc2)CC1 | 0.0 | 1.9 | 0.7 | -0.6 | 2.8 | -4.8 | ? | 0.5 | -0.9 |
| Cc1cc(C)n2nc(C(=O)OC(C)C(=O)c3cc(C)c(C)cc3C)nc2n1 (configuration not stated) | -0.6 | -0.3 | 0.7 | 0.4 | -1.9 | ? | ? | 2.8 | ? |
| CC(C)CCSc1nc(N2CCOCC2)c2c(c1C#N)CC(C)(C)OC2 | -0.9 | 18.2 | 2.1 | 0.4 | -1.3 | -10.8 | 3.8 | 3.6 | 3.5 |
| COc1ccccc1NC(=O)COC(=O)c1ccc(S(=O)(=O)NCc2ccco2)cc1 | 0.9 | 3.4 | 2.1 | 1.7 | 11.3 | -1.7 | 4.9 | 0.2 | -0.4 |
| CN(C(=O)c1cccc(NC(=O)Cc2ccc(NC(=O)C3CCN(C(=O)CCc4ccccc4)CC3)cc2)c1)C1CC1 | -2.3 | 5.2 | 2.9 | 1.8 | 2.2 | -1.1 | -3.7 | · | -0.1 |
| CCn1c(Cc2cccc3ccccc23)nnc1SCC(=O)Nc1nccs1 | 1.6 | -10.1 | 0.6 | -2.1 | 8.2 | -1.7 | 7.9 | -3.8 | 0.3 |
| CC/C=C/CC(=O)N[C@@H](c1ccccc1)[C@@H](O)C(=O)O[C@H]1C[C@@]2(O)[C@@H](OC(=O)c3ccccc3)C3[C@](C)(C(=O)[C@H](OC(C)=O)C(=C1C)C2(C)C)[C@@H](O)C[C@H]1OC[C@@]31OC(C)=O (some centres not stated) | 0.1 | -9.7 | -0.2 | · | -0.3 | 3.2 | -3.7 | -2.1 | -0.1 |
| O=C(COC(=O)C1CC2C=CC1C2)NCc1ccccc1Cl (configuration not stated) | -1.0 | -2.6 | 2.1 | -3.3 | -7.7 | -1.9 | -3.8 | 1.6 | -0.7 |
| COc1ccc([C@H]2CC(=O)C=C(c3cccc(Cl)c3)C2)cc1OC | 2.4 | 10.3 | 8.9 | -3.0 | 1.1 | -7.5 | -1.9 | 2.3 | -0.8 |
| Cc1onc(-c2ccccc2Cl)c1C(=O)N1CCOC12CCCCC2 | -1.6 | 8.5 | 1.1 | -1.6 | 2.3 | 0.9 | 5.0 | 3.0 | 0.6 |
| Cc1cc(C)c(C)c(S(=O)(=O)Nc2ccc(OCC(=O)O)cc2)c1C | 0.1 | 4.8 | 1.2 | -1.0 | 3.6 | -5.1 | 11.9 | -1.5 | 0.5 |
| COc1ccc(CC(=O)N/N=C(\C)CC(=O)Nc2cccc(F)c2)cc1 | -1.1 | 2.2 | 0.6 | -5.1 | -4.7 | -3.2 | 0.2 | 2.9 | -1.7 |
| Cc1cc(C)nc(SC2CCCCC2NS(=O)(=O)c2ccccc2)n1 (configuration not stated) | · | 5.5 | 1.3 | -0.5 | -0.5 | 2.0 | 1.1 | -0.6 | -0.5 |
| Cc1cccc(C)c1N(CC(=O)N1CCOCC1)S(C)(=O)=O | 0.6 | 1.7 | -2.4 | -1.3 | 0.8 | -1.2 | 1.3 | -0.2 | 0.0 |
| C[C@@]12CCC[C@H](O1)[C@@H]([C@H](O)c1ccccc1)O2 | -0.8 | -6.0 | 0.4 | -3.2 | -0.8 | -3.3 | -6.3 | -0.2 | 0.0 |
| Cc1cc(C(=O)N2CCC(C(=O)O)CC2)c(C)o1 | -0.5 | 3.8 | · | -2.7 | -2.5 | · | · | 0.2 | · |
| COc1cc2c(cc1OC)-c1cc(N3CCCc4ccccc43)nc(=O)n1CC2 | 3.5 | 15.7 | 1.7 | -3.6 | 0.9 | 1.9 | -2.1 | -2.4 | 1.0 |
| CCCCN1C(=N)N([C@@H](CCC)CN2CCC[C@H]2CN2C(N)=NC[C@@H]2Cc2ccccc2)C[C@H]1[C@H](C)CC | -1.2 | 10.3 | 1.5 | -0.6 | 2.0 | 4.1 | -27.2 | 6.1 | 0.1 |
| CCCCCN(C(=O)COC(=O)c1ccc(C)cc1)c1c(N)n(CCCC)c(=O)[nH]c1=O | -1.7 | 4.8 | 2.2 | -1.1 | 2.8 | -4.6 | 3.6 | -4.8 | -0.6 |
| Cc1ccc(C2NC(=O)NC(O)(C(F)(F)F)C2C(=O)c2cccs2)o1 (configuration not stated) | · | 26.2 | -1.2 | -1.3 | 1.9 | -0.6 | 1.1 | -2.7 | 0.2 |
| COc1ccccc1Nc1nn2c(=O)c3ccc(C(=O)N4CCC(C)CC4)cc3nc2s1 | 0.5 | 18.7 | -0.2 | -7.4 | 0.9 | -3.2 | 5.3 | -1.8 | 2.0 |
| Fc1cc(F)cc(-c2c(-c3ccccc3)ncc3ccc(F)cc23)c1 | -1.1 | 11.4 | 1.4 | -3.2 | -1.5 | -7.5 | 6.2 | 1.4 | 0.5 |
| COc1ccc(CC(=O)NNC(=O)c2cc(C)oc2C)cc1OC | 1.0 | -2.8 | -1.4 | 1.8 | 0.0 | ? | 1.3 | · | 2.8 |
| Cc1ccc2nc(-c3ccc(NC(=S)NCC(C)(C)CN(C)C)cc3)sc2c1 | · | 2.0 | -0.1 | -6.5 | 76.8* | -3.9 | -7.7 | · | 0.6 |
| O=C(/C=C/c1ccco1)Nc1ccc(CN2CCOCC2)cc1 | -1.6 | 29.7 | 0.0 | 0.1 | 3.6 | · | · | -0.9 | · |
| Cc1ccc(Cc2c(-c3ccc(Br)cc3)nc3cc(C)ccn23)cc1 | 1.1 | 13.7 | · | -4.9 | 1.2 | -7.7 | -7.0 | · | -0.5 |
| CC(OC(=O)c1cc2ccccc2cc1O)C(=O)Nc1ccc(S(N)(=O)=O)cc1 (configuration not stated) | -1.5 | 6.3 | 0.9 | -2.7 | 5.1 | -8.2 | -5.6 | -0.7 | -0.7 |
| COc1cc2oc(-c3ccc(O)cc3)cc(=O)c2c(OC)c1O | -1.3 | 13.8 | 0.8 | -2.4 | -1.8 | -2.1 | 6.9 | · | 0.3 |
| Cc1ccccc1-c1nc(CS(=O)(=O)CC(=O)NC2CCCCC2C)c(C)o1 (configuration not stated) | 1.1 | -13.0 | 1.1 | -3.8 | -0.9 | -2.2 | -2.3 | 3.6 | -1.5 |
| COc1ccc(NC(=O)NCCCN2CCc3ccccc3C2)cc1 | -0.6 | 11.9 | -0.7 | -4.6 | -0.8 | 2.0 | -1.6 | 1.4 | -0.4 |
| COc1ccccc1N1CCN(C(CNS(=O)(=O)c2cc(F)ccc2F)c2cccnc2)CC1 (configuration not stated) | 1.2 | 2.3 | 0.2 | -1.1 | 1.0 | -0.5 | -8.1 | -1.3 | 2.9 |
| CN(C)C(=O)c1ccc(NC(=O)c2ccccc2Sc2ccccc2C#N)cc1 | · | 2.9 | -0.3 | -3.6 | -1.1 | -2.1 | -5.6 | 2.4 | -1.4 |
| CN(CC(=O)Nc1ccc(F)c(F)c1F)C(=O)CCCc1nc2ccccc2c(=O)[nH]1 | -4.1 | 12.6 | 0.1 | · | 5.4 | 6.1 | 3.4 | 1.2 | 1.8 |
| COc1ccc(Cl)cc1C(=O)C1CCCN(Cc2cnc(N3CCOCC3)s2)C1 (configuration not stated) | · | -1.3 | -0.9 | -1.5 | -1.2 | -0.3 | -0.3 | 0.2 | -0.7 |
| Cn1c(=O)c(C#N)c(-c2ccccc2)n2cnnc12 | 11.1 | 7.2 | 0.5 | 1.6 | 0.8 | -1.2 | -3.1 | -0.4 | 0.8 |
| Cc1cccc(-n2c(C)cc(/C=C3\NC(=O)NC3=O)c2C)c1 | · | 21.9 | 2.3 | -2.4 | 2.3 | -17.1 | ? | 1.2 | -10.0 |
| CC(=O)c1ccc(NC(=S)Nc2cccc(S(=O)(=O)Nc3c(C)n(C)n(-c4ccccc4)c3=O)c2)cc1 | · | 18.3 | -0.5 | -3.2 | -6.2 | 0.6 | -10.7 | -0.1 | -1.0 |
| CC(=O)SC1CC(=O)N(c2ccc(C(C)(C)C)cc2)C1=O (configuration not stated) | -0.4 | 0.7 | 1.3 | -3.0 | 2.8 | -10.9 | -6.3 | -1.3 | 0.1 |
| CCOc1ccc(N(CC(=O)NC2CCCCC2C)S(=O)(=O)c2c(C)noc2C)cc1 (configuration not stated) | -0.3 | -5.0 | -0.3 | -2.2 | 1.0 | -1.5 | 2.3 | 0.1 | -0.3 |
| O=C(NCC(F)(F)F)c1ccc2sc([C@H]3C[C@H](O)[C@@H](CO)O3)nc2c1 | -0.6 | 0.9 | · | -3.6 | -2.9 | -7.0 | -4.2 | · | -0.3 |
| CC(C)CCCC(C)CCOC(=O)CN1CCCC1 (configuration not stated) | · | 10.2 | -1.8 | -2.4 | -3.6 | · | · | 0.7 | · |
| COc1ccc2cc(N=Cc3nc(-c4ccc(C)cc4)oc3O)cnc2c1 | · | 0.7 | -0.8 | -4.4 | 5.7 | -2.0 | -1.3 | -1.6 | -0.2 |
| O=[N+]([O-])c1cccc(Cl)c1NCCNc1ncc(C(F)(F)F)cc1Cl | -1.1 | 1.4 | -1.0 | -2.5 | -2.7 | -3.4 | -15.8 | -2.4 | 0.0 |
| CC1(C(=O)NS(=O)(=O)c2ccccc2)CCN1C(=O)C1CCCCC1 (configuration not stated) | -1.5 | 1.8 | · | -0.9 | -0.1 | 4.8 | -0.4 | · | -0.2 |
| Cc1ccc(NC(=O)C(OC(=O)c2ccc(O)cc2)c2ccccc2)cc1Cl (configuration not stated) | -2.5 | 1.6 | ? | 1.5 | -2.5 | 0.3 | -0.3 | 2.0 | -0.5 |
| NC(=O)c1ccc(OCC2CCCO2)cc1 (configuration not stated) | -0.5 | 4.5 | -1.6 | 0.2 | 0.4 | 1.5 | -8.0 | 1.9 | -0.2 |
| COc1cc(-c2nnc(-c3cc(OC)c(OC)c(OC)c3)o2)cc(OC)c1OC | -0.5 | -6.6 | 1.3 | -3.8 | 8.8 | 4.1 | 5.2 | 1.4 | 0.7 |
| CCOC(=O)N1CCN(C(=O)CCS(=O)(=O)c2cc3c(cc2Cl)NC(=O)CO3)CC1 | -2.1 | 1.0 | -2.4 | 0.4 | 2.3 | -8.0 | -4.7 | -3.9 | -0.6 |
